# p-CIP stab down: lowers stability of the mouse p/CIP coactivator protein; Q05BA5; F442A p/CIP-EGFP cells, EGFP fluorescence, 16 h; decrease of EGFP signal, % at 10 µM; 290,000 compounds, 0.01% hits;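 active means EGFP signal decrease of at least 30% at 10 µM or well 3 SD below plate mean, unless failing retest; inactive means the rest, including hits failing retest or dose response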; further: some compounds called inactive have numbers as strong as hits; many of its hits are not listed in these tables
# VIM-2 inh: blocks Pseudomonas aeruginosa VIM-2 metallo-beta-lactamase; purified VIM-2, nitrocefin hydrolysis, epi-absorbance fluorescence; inhibition, % at 5.6 µM; 290,000 compounds, 0.89% hits; AID 1527;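 active means inhibition above the mean of all tested compounds plus 3 SD, cutoff set per screening run, cut at about 7.5% in these data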;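 further: red hydrolysis product quenches plate fluorescence so inhibitors raise well fluorescence; 0% = enzyme with DMSO and 100% = DMSO without enzyme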
# SUMO HTRF inh: inhibitors of human SUMOylation (UBC9) | P63279 | HTRF SUMOylation assay, SAE1/SAE2 + UBC9, in vitro | inhibition, % at 35 µM | 290,000 compounds, 0.36% hits | AID 2006; in the data active means inhibition above about 50%, passing the limit was not always enough; further: strong numbers were not always called active
# Target sequence (P63279 whole entry, looked up): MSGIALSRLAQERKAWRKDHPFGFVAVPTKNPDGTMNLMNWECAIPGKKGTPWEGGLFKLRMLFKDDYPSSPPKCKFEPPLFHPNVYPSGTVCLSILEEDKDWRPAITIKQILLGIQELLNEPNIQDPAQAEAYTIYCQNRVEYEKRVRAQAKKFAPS
# IDE act: IDE (human) activation, cell-based | AID 493087 | HEK cells, FAbeta-B cleavage, fluorescence polarization; 0% vehicle, 100% cell-free pure enzyme wells | 340,000 compounds, 0.073% hits | P14735 | activation, % at 5.96 µM;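 active means activation above the mean of all tested compounds plus 3 SD, set per screening campaign, cut at about 17% in these data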
# GalR3 antagonist: human GalR3 antagonism | AID 651719 | 360,000 compounds, 0.44% hits | O60755 | inhibition, % at 3 µM | HEK293 GalR3-CNG cAMP membrane potential fluorescence; galR3 body fused to GalR1 C-terminus;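 active means inhibition above the screen-wide average plus 3 SD, cut at about 13% in these data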;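 further: forskolin and galanin both at EC90 stimulate the cells; cAMP rise reported by CNG channel membrane potential dye signal; 0% = forskolin plus galanin with DMSO and 100% = forskolin alone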
# Target sequence (O60755 1-299 limits assumed): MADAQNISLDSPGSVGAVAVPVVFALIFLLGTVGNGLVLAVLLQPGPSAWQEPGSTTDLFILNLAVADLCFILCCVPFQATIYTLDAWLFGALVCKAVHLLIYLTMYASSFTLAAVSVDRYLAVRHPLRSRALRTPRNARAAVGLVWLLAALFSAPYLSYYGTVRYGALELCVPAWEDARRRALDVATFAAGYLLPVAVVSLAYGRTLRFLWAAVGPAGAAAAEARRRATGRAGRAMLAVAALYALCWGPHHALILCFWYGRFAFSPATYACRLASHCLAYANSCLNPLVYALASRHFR
# IMP-1 inh: blocks Pseudomonas aeruginosa IMP-1 metallo-beta-lactamase | purified IMP-1, nitrocefin hydrolysis, epi-absorbance fluorescence | inhibition, % at 5.6 µM | 290,000 compounds, 0.45% hits;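 active means inhibition above the mean plus 3 SD of all compounds in the same screening run, cut at about 4.5% in these data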;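 further: 0% = IMP-1 with DMSO and 100% = DMSO wells lacking enzyme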
#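 Assay system: purified recombinant IMP-1 beta-lactamase. Input: IMP-1 0.2 nM before substrate addition. Buffer or medium: Zinc- and detergent-supplemented HEPES buffer, pH 7.1. Schedule: 25 °C, 15 min preincubation, 25 min reaction. Signal: Epi-absorbance fluorescence, 480 nm excitation, 530 nm emission. Evaluation: percent inhibition from optical density relative to buffer-blank wells.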
# IDE inh: inhibits human insulin-degrading enzyme in HEK cells; P14735; FAbetaB cleavage, fluorescence polarization; inhibition, % at 5.59 µM; 320,000 compounds, 0.41% hits; AID 434962;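 active means percent inhibition above the average of all tested compounds plus 3 SD, set per screening campaign, cut at about 16% in these data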;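 further: IDE supplied by intact live HEK cells; FP after avidin binding of uncleaved biotin substrate so inhibition keeps polarization high; 0% = DMSO wells and 100% = 60 µM reference IDE inhibitor Ii1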
# CRFBP-R2 block: CRF-BP/CRF-R2 complex antagonism | inhibition, % at 11.8 µM | 350,000 compounds, 0.59% hits | AID 588475 | HEK293 CRF-R2/CRF-BP, CRF-induced calcium fluorescence;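 active means inhibition of the ligand-induced calcium signal above about 50% at the single tested concentration, limit read from the data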
# NS3 helicase inh: HCV NS3 helicase inhibition; inhibition, % at 10.9 µM; NS3 helicase DNA unwinding, Cy5 molecular beacon fluorescence; 290,000 compounds, 0.56% hits;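 active means inhibition above the mean of all tested compounds plus 3 SD, set per campaign, cut at about 35% in these data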;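 further: 0% = DMSO wells and 100% = thioflavine S control wells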
#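 System: HCV NS3 helicase fragment; control set: DMSO and thioflavine S; technique: Cy5 fluorescence at 0 and 60 min, beacon hairpin quenching; reagent: beacon DNA duplex substrate plus ATP; replicates: singlicate; schedule: 1 h reaction at 25 °C, ATP-initiated; medium: MOPS buffer pH 6.5 with MgCl2, DTT, Tween20, BSA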
# An asterisk follows results filed as active; / = no result given.
SMILES,p-CIP stab down,VIM-2 inh,SUMO HTRF inh,IDE act,GalR3 antagonist,IMP-1 inh,IDE inh,CRFBP-R2 block,NS3 helicase inh
Cc1cc(C)cc(-n2cccc2/C=C2/C(=N)N3C(=NC2=O)SN=C3S(C)(=O)=O)c1,8,-1.7,37,2,-2,-1.5,-1,50,5
CCOC(=O)NC(C(Cl)(Cl)Cl)S(=O)(=O)c1ccccc1 (centres undefined),-5,-3.7,-1,6,-3,-3.3,3,6,4
CNS(=O)(=O)c1cn(CC(=O)NCc2ccc(F)cc2)cc1S(=O)(=O)NC,-15,-1.2,8,-1,-11,-0.9,-1,-8,5
CC(c1ccccc1)n1c(CCCO)nc2ccccc21 (centres undefined),-6,-2.4,0,2,-11,-3.2,/,-8,-8
N/C(Cc1ccc(Cl)cc1Cl)=N\OC(=O)c1ccccc1F,-8,-1.6,2,-5,-4,-0.6,-1,0,-4
CCCN(C(=O)COC(=O)CCOc1ccc(C)cc1)c1c(N)n(Cc2ccccc2)c(=O)[nH]c1=O,/,/,/,4,-3,/,1,6,/
COc1nc(Nc2ccc([N+](=O)[O-])cc2)nc(NC(C)C)n1,-15,-2.3,13,-3,-10,-1.8,8,-5,-14
Cc1ccc2nc(SCC(=O)c3cc(C)n(C)c3C)[nH]c2c1,-6,-2.8,19,1,0,-3.1,-1,-3,3
CC(=O)c1c(C)[nH]c(C(=O)OCC(=O)N2CC(=O)Nc3ccccc32)c1C,-4,-5.2,10,6,2,-3.4,4,18,2
O=C(NCC(c1ccco1)N1CCN(c2ccc(F)cc2)CC1)c1ccc2c(c1)OCO2 (centres undefined),/,/,/,1,-1,/,-3,-16,/
CCn1c(C)nc2cc(C(=O)NNC(=O)Nc3cccc(Cl)c3)ccc21,4,-2.7,-6,/,-5,-1.9,-1,25,10
O=C(COC(=O)c1cccs1)NC1CCCC1,-20,-2.2,18,4,1,-1.9,-7,-2,-12
Cc1ccccc1-c1nnc(NC(=O)c2cc3ccccc3oc2=O)s1,-9,-2.6,12,/,/,-3.5,/,/,5
CCCCn1cc(SCC(=O)O)c2ccccc21,7,-1.3,-1,2,-3,-8.9,7,1,5
CC(C)OCCCn1c(SCC(=O)N2CCc3ccccc32)nc2ccccc2c1=O,-2,2.6,8,7,-4,0.8,3,29,9
CCC1CCCCN1C(=O)COc1c(Br)cc(Br)c2cccnc12 (centres undefined),2,5.4,-8,0,-10,0.5,5,-35,-6
NC(=O)COc1ccc2cc(-c3ccccc3)c(=O)oc2c1,5,-0.9,28,7,-3,-0.4,-2,0,6
O=C(/C=C\Nc1ccc(S(=O)(=O)Nc2ncccn2)cc1)c1ccccc1,-7,-2.9,13,6,3,-3.8,/,0,0
CCOc1cc(/C=N/Nc2cc(C)nc3ccc(C)cc23)ccc1O,-1,0.5,-4,0,-3,-1.2,0,6,-15
Cc1ccc(S(=O)(=O)NNc2nnc(C)c(=O)[nH]2)cc1,3,-3.6,-1,0,2,-4.2,4,-7,3
CCCCn1c(SCC(=O)Nc2ccc3c(c2)OCO3)nc2c1c(=O)n(C)c(=O)n2C,-15,-1.1,13,-11,-7,-4.4,-4,-6,0
Cc1cccc(OCC(=O)N2CCN(S(C)(=O)=O)CC2)c1,25,-2.7,7,2,-6,-3.7,3,-10,3
CN1C(=O)C(O)(C2COC(C)(C)CC2=O)c2ccccc21 (centres undefined),-9,-1.4,-4,4,3,-2.0,2,-37,-1
CCOc1ccc(Cc2nc(C)c(CC(=O)N3CCCCC3)c(=O)[nH]2)cc1,-12,-3.4,-1,-1,-4,-3.5,2,4,-13
Cc1ccc(C)c(NC(=O)Cc2nc(CCl)cs2)c1,6,-2.8,-15,1,-12,-0.4,7,1,-11
COc1ccc(N2C(=O)C(CC(=O)Nc3ccccc3)N(Cc3ccc(OC)c(OC)c3)C2=O)cc1 (centres undefined),-1,3.0,-1,3,0,-0.9,-1,25,-9
CCOC(=O)/C(C(N)=NCCCO)=C(/O)c1ccccc1,-15,-2.2,9,5,7,-2.7,1,12,-1
Cc1ccc(C(c2nnnn2C2CCCC2)N2CCc3ccccc32)cc1 (centres undefined),2,-2.8,-10,2,-4,-2.6,-1,-10,-4
Cc1ccc(-n2c(C)cc(C(=O)CN3CCOCC3)c2C)cc1C,-5,-1.2,25,-4,-5,-3.5,2,-12,2
Cc1[nH]nc2c1C1(CCN(C(=O)c3ccccc3)CC1)C(C#N)=C(N)O2,-1,-0.4,-10,2,7,-2.5,5,-2,2
COc1ccccc1-n1c(C)cc(/C=C2/C(=N)N3C(=NC2=O)SN=C3S(C)(=O)=O)c1C,-8,-6.3,21,5,-4,-6.0,-8,18,20
COc1ccc(NC(=O)c2ccccc2NC(=O)c2ccco2)cc1,-22,0.1,25,1,-7,0.5,-2,-8,0
CCc1ccccc1NC(=O)c1ccc(OCc2c(C)noc2C)cc1,/,/,/,3,-6,/,0,-13,/
CCSCc1nnc(SCC(=O)Nc2cc(F)ccc2C)n1C,-1,-0.8,14,6,-6,-2.5,-4,17,12
COCCN1C(=O)/C(=C/c2ccc(N3CCCC3)cc2C)SC1=S,-558,1.0,21,-25,-1,1.8,49*,-263,3
COc1cc(C(=O)OCC(=O)NC2CCCC2)cc(NC(=O)c2ccco2)c1OC,0,-2.2,6,2,0,-3.6,2,8,-5

# Molecules from the list above with a furan ring, fused or not, in the order listed:
SMILES,p-CIP stab down,VIM-2 inh,SUMO HTRF inh,IDE act,GalR3 antagonist,IMP-1 inh,IDE inh,CRFBP-R2 block,NS3 helicase inh
O=C(NCC(c1ccco1)N1CCN(c2ccc(F)cc2)CC1)c1ccc2c(c1)OCO2 (centres undefined),/,/,/,1,-1,/,-3,-16,/
COc1ccc(NC(=O)c2ccccc2NC(=O)c2ccco2)cc1,-22,0.1,25,1,-7,0.5,-2,-8,0
COc1cc(C(=O)OCC(=O)NC2CCCC2)cc(NC(=O)c2ccco2)c1OC,0,-2.2,6,2,0,-3.6,2,8,-5

# Other compounds:
SMILES,p-CIP stab down,VIM-2 inh,SUMO HTRF inh,IDE act,GalR3 antagonist,IMP-1 inh,IDE inh,CRFBP-R2 block,NS3 helicase inh
CCc1ccccc1NC(=O)CN(C)C(=O)CSc1nnc(Nc2cccc(C)c2C)s1,-2,-2.1,-11,4,2,-2.1,0,-23,-4
CCOC(=O)C1(C(F)(F)F)N=C(N(C)C)OC(N(C)C)=N1,-7,-2.0,9,8,-3,0.4,0,-6,-5
Cc1noc(C)c1NC(=O)NC(c1ccccc1)c1ccccc1,-4,-2.6,6,4,2,-2.4,2,0,-7
C=CCNC(=S)NCc1ccccc1,18,1.6,-2,3,-2,-0.8,-5,12,-9
Cc1cnc(NC(=O)CSc2nnc(Cc3ccccc3)n2C)s1,1,-2.1,10,3,-6,-2.0,-1,-9,4
Cc1ccc(-c2noc(-c3cccs3)n2)cc1,-9,-0.6,1,-2,-9,-1.4,-2,-26,7
CCOc1cc(NC(=S)NCC2CCCO2)c(OCC)cc1NC(=O)c1ccccc1F (centres undefined),5,-0.2,-10,4,0,-0.9,-1,1,0
COc1ccc(Cc2nnc(CCc3ccccc3)s2)cc1,-2,-0.5,3,-2,-4,-2.3,5,3,7
COC(=O)C1CCN(Cc2cc(=O)oc3cc(OC)ccc23)CC1,-4,-1.4,17,4,0,-1.9,3,2,-1
O=C(O)Cn1cc(/C=C2/NC(=O)N(c3ccc(Cl)cc3)C2=O)c2ccccc21,-14,-2.4,15,-1,/,-2.6,-1,19,22
CCOC(=O)N1CCN(c2nc(-c3ccccc3)c3ccccc3n2)CC1,-4,-2.2,9,2,/,-3.3,6,13,-15
C#Cc1ccc([C@H]2C=C(C(=O)N3CCN(Cc4ccccc4)CC3)O[C@@H](OCC)[C@@H]2CCCO)cc1,3,-3.1,7,8,-6,-2.1,-1,7,-16
Cc1cccc(NC(=O)C2COc3ccccc3O2)c1 (centres undefined),1,-1.8,2,5,-12,-1.0,0,19,-14
CC(=O)N1CCN(c2ccc(NC(=O)c3ccco3)cc2Cl)CC1,-11,0.7,5,0,7,-1.6,-2,-11,4
COc1ccc(CNS(=O)(=O)c2cc(-c3cc(C)no3)ccc2OC)cc1OC,-3,-0.1,16,5,-10,-2.4,1,-4,14
O=C(CN1N=C(c2ccccc2)CCC1=O)NCCCN1CCc2ccccc2C1,0,-0.2,-2,1,1,-0.8,3,10,-4
Cc1cccc(NS(=O)(=O)Cc2ccccc2)n1,-5,-2.4,16,-4,-2,-1.4,4,14,-3
CCN1CCN(CCn2c(=S)[nH]c3ccccc3c2=O)CC1,-7,-1.5,28,5,-5,-2.4,3,-7,0
Cc1ccc(S(=O)(=O)Nc2nc3ccccc3nc2NCC2CCCO2)c(C)c1 (centres undefined),-3,-1.2,3,7,0,-3.3,-2,-8,18
CCCSc1nc2c(cnn2-c2ccc(C)cc2)c(=O)[nH]1,-8,-1.7,15,6,1,-5.8,0,-13,0
COc1ccccc1CC1CC(=O)N(c2cccc(Cl)c2C)C1=O (centres undefined),-18,-0.2,6,-3,-11,-3.5,9,3,3
COc1ccc(CC(=O)OCC(=O)Nc2ccc(C(=O)Nc3ccc(OC)cc3)cc2)cc1,-4,-1.3,31,-4,-1,-1.3,-4,3,-23
O=C(CC1SC2=NCCN2C1=O)Nc1ccc(Cl)cc1 (centres undefined),-8,0.4,16,4,0,-1.5,7,10,6
CCN(C(=O)c1ccc2c(Cl)c3c(nc2c1)CCC3)c1ccc(C)c(C)c1,-7,-4.1,-18,-2,/,-3.0,2,-27,-16
Cc1cccc(NC(=O)CSCC(=O)N2CCN(c3cccc(C(F)(F)F)c3)CC2)c1,/,/,/,-3,-5,/,-1,-3,/
CCOC(=O)c1[nH]c2cc3c(cc2c1CCCN1C(=O)c2ccccc2C1=O)OCCO3,-6,0.7,10,5,5,0.1,6,-29,2
CC(=O)Nc1cccc(NC(=O)Cc2nc(-c3ccccc3)sc2-c2ccc(C)cc2)c1,-4,-1.9,-47,1,-1,-0.9,-1,12,-22
Cc1c(NC(=O)CSc2nc3ccccc3n2C)c(=O)n(-c2ccccc2)n1C,-3,-3.8,-8,0,3,-3.9,9,-8,5
CC1=CC(C)(C)N2C(=O)C3(C(C#N)=C(N)OC4=C3C(=O)CC(C)(C)C4)c3c(C)c(C)cc1c32 (centres undefined),-16,-3.3,6,-2,-7,0.0,3,-28,1
C/C(=N\NC(=O)c1ccncc1)C12CC3CC(CC(C3)C1)C2,6,-2.8,-1,-2,-9,-2.0,8,-6,-4
O=C(c1cc(Br)c(Br)s1)N1CCc2ccccc2C1,/,/,/,1,-2,/,1,0,/
CCn1nc(C(=O)NNC(=O)c2ccccc2)c2ccccc2c1=O,/,/,/,2,-3,/,-8,-8,/
Cc1cc(C)c(NC(=O)CNC(=O)c2cc([N+](=O)[O-])ccc2N2CCOCC2)c(C)c1,/,/,/,3,-4,/,2,0,/
N#CCCN(C(=O)COc1ccc(Cl)cc1Cl)c1ccccc1,0,-2.1,-8,1,-1,-1.4,8,-14,-5

# Source: PubChem BioAssay
